Source: PubChem BioAssay
human PMI inhibitors: human PMI inhibitors, high substrate, primary screen, biochemical, fluorescence intensity, high mannose 6-phosphate (AID 1220); recombinant PMI enzyme, coupled fluorescence intensity; higher % means a stronger effect; one-dose inhibition, % at 20 µM; IC50 in µM for titrated hits; 190,000 compounds, 0.66% hits
LYP phosphatase: inhibitors of LYP phosphatase, biochemical, fluorescence intensity, uHTS (AID 1779) | recombinant LYP phosphatase, fluorescence intensity; higher % means a stronger effect | one-dose inhibition, % at 11.5 µM; IC50 in µM for titrated hits | 290,000 compounds, 0.054% hits;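 further: plate controls were vehicle with enzyme for no effect and no enzyme for full effect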
XIAP antagonists: XIAP antagonists, biochemical, IAP family, fluorescence polarization (AID 1018); XIAP BIR domain, fluorescence polarization peptide displacement; higher % means a stronger effect; 200,000 compounds, 0.007% hits; displacement, % at 20 µM, or IC50 in µM where a hit was titrated; in the data active means displacement above about 50%; further: a part of the inactive calls stands beside numbers as strong as those of hits
M17LAP inhibition: P. falciparum M17LAP inhibitors, primary screen, biochemical, fluorogenic H-Leu-NHMec substrate, 1536-well (AID 1619); recombinant M17LAP, H-Leu-NHMec fluorogenic kinetic assay; higher % means a stronger effect; inhibition, % at 30 µM, or IC50 in µM where a hit was titrated; 220,000 compounds, 0.38% hits;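 active means compound inhibiting the enzyme by more than half at any dose during confirmatory dose-response retesting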;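 further: plate controls were full reaction with DMSO carrier for no effect and no enzyme background for full effect; strong numbers were not always called active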
P. falciparum M1AAP: P. falciparum M1AAP inhibitors, biochemical, fluorogenic H-Leu-NHMec substrate, 1536-well (AID 1445). 220,000 compounds, 0.42% hits. recombinant M1AAP, H-Leu-NHMec fluorogenic kinetic assay; higher % means a stronger effect. one-dose inhibition, % at 30 µM; IC50 in µM for titrated hits;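 active means primary inhibition above the hit cutoff, then over 50% inhibition at one or more dose response concentrations, cut at about 23% in these data, passing the limit was not always enough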;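 further: plate controls were DMSO full reaction for no effect and no enzyme background for full effect; strong numbers were not always called active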
Yfh1-off respiration: enhancers of respiration in Yfh1-depleted yeast, dose response, Friedreich's ataxia, plus single-dose screen (AID 1465) | S. cerevisiae Yfh1-off respiration, WST-1 reduction, 72 h; higher fold induction means a stronger effect | one-dose fold induction at 50 µM; EC50 in µM for titrated hits | 220,000 compounds, 0.074% hits;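 active means fold induction of absorbance versus untreated yeast above a set limit, then at least 30% activation at any dose in follow-up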;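 further: activators that raise dye reduction in frataxin-depleted yeast; strong numbers were not always called active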
WT yeast gro inh: growth inhibition of WT yeast, mitochondrial fusion screen; mitochondrial fusion phenotypic screen, WT strain; inhibition, % at 10 µM; 190,000 compounds, 2.1% hits; AID 1362; in the data active means inhibition above about 58%; tested in S. cerevisiae
TNAP activators: human TNAP enzyme activators, primary screen, biochemical, luminescent, no phosphate acceptor, uHTS (AID 1001); purified TNAP, luminescent activation assay, no phosphate acceptor; higher activation fold means a stronger effect; activation fold at 20 µM, or EC50 in µM where a hit was titrated; 200,000 compounds, 0.03% hits; in the data active means activation fold from about 3, or a potency from the dose series; inactive means the rest, 99 in 100 with activation fold below about 1.6; further: many of its hits are not listed in these tables
human PMI inhibition: inhibitors of human PMI, primary screen, biochemical, fluorescence intensity, coupled assay (AID 1209); purified PMI enzyme, coupled fluorescence intensity; higher % means a stronger effect; one-dose inhibition, % at 20 µM; IC50 in µM for titrated hits; 190,000 compounds, 0.42% hits;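 further: plate controls were DMSO vehicle for no effect and wells lacking substrate for full effect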
WT yeast gro inh mutant strain: recorded beside WT yeast gro inh, whose call it bears; inhibition, %; mitochondrial fusion phenotypic screen, mutant strain inhibition
* hit, by the source's call; & = joins results of further samples. Unless noted, no stated cut-off is given here; in the data, active means inhibition above about 50%; inactive means the rest. Rows are unselected; about 3.7% have a hit in one of these screens.

What do the screens show for `CCC(=O)NC(=S)Nc1ccc(NC(=O)c2ccco2)c(OC)c1`?
human PMI inhibitors: 26%; LYP phosphatase: -10%; XIAP antagonists: -3.1%; M17LAP inhibition: 17%; P. falciparum M1AAP: 11%; Yfh1-off respiration: inactive; WT yeast gro inh: -8; TNAP activators: 1.1; human PMI inhibition: 12%; WT yeast gro inh mutant strain: 3

How did CC(C)(C)NC(=O)N1CCN(c2nc(-c3ccccc3)ns2)CC1 do in these assays?
LYP phosphatase: -11%; M17LAP inhibition: -2%; P. falciparum M1AAP: 0%; Yfh1-off respiration: inactive

Results for Cc1nn(Cc2ccc(F)cc2)c2sc(C(=O)Nc3ccccc3N3CCOCC3)cc12 ?
human PMI inhibitors: -9%; LYP phosphatase: -4%; XIAP antagonists: 0.4%; M17LAP inhibition: 0%; P. falciparum M1AAP: -1%; Yfh1-off respiration: inactive; WT yeast gro inh: 6; TNAP activators: 1; human PMI inhibition: 15%; WT yeast gro inh mutant strain: 0

Results for COC(=O)c1c(-c2c(Cl)cccc2Cl)noc1NC(=O)N(C)C ?
LYP phosphatase: -2%; M17LAP inhibition: -2%; P. falciparum M1AAP: 1%; Yfh1-off respiration: inactive

How did CCCc1cc(C(=O)NNC(=S)NCC2CCCO2)cs1 (stereo not given) do in these assays?
human PMI inhibitors: 10%; LYP phosphatase: -11%; XIAP antagonists: -2.5%; M17LAP inhibition: 7%; P. falciparum M1AAP: -1%; Yfh1-off respiration: inactive; WT yeast gro inh: 13; TNAP activators: 2.7; human PMI inhibition: 18%; WT yeast gro inh mutant strain: 11

What do the screens show for `COc1ccccc1Nc1nc(C)cs1`?
human PMI inhibitors: 7%&-23%; LYP phosphatase: -8%&5%; XIAP antagonists: -3.9%&-5.3%; M17LAP inhibition: -2%&-1%; P. falciparum M1AAP: 1%&2%; Yfh1-off respiration: inactive; WT yeast gro inh: 4; TNAP activators: 1.1&1; human PMI inhibition: 10%&-18%; WT yeast gro inh mutant strain: 7

Results for Clc1cccc(Cl)c1NC1=NCCN1 ?
human PMI inhibitors: -22%; LYP phosphatase: 0%; XIAP antagonists: -4.4%; M17LAP inhibition: -1%; P. falciparum M1AAP: 1%; Yfh1-off respiration: inactive; WT yeast gro inh: 8; TNAP activators: 1; human PMI inhibition: -31%; WT yeast gro inh mutant strain: 6

How did COc1ccc(-c2nc(-c3ccccn3)no2)cc1 do in these assays?
human PMI inhibitors: 14%; LYP phosphatase: -9%; XIAP antagonists: -7.7%; Yfh1-off respiration: inactive; WT yeast gro inh: 64*; TNAP activators: 1.1; human PMI inhibition: 17%; WT yeast gro inh mutant strain: 52*

Results for CCOC(=O)NC1c2ccccc2Oc2ccccc21 ?
LYP phosphatase: -6%; M17LAP inhibition: -1%; P. falciparum M1AAP: 2%; Yfh1-off respiration: inactive

How did O=C(NC1CCS(=O)(=O)C1)c1cccc(S(=O)(=O)N2CCCCC2)c1 (stereo not given) do in these assays?
human PMI inhibitors: 5%; LYP phosphatase: -3%; XIAP antagonists: 1.3%; M17LAP inhibition: 9%; P. falciparum M1AAP: -1%; Yfh1-off respiration: inactive; WT yeast gro inh: 2; TNAP activators: 1.1; human PMI inhibition: 6%; WT yeast gro inh mutant strain: -18

How did N#C/C(=C\C=C\c1ccccc1)c1nc(-c2ccc(Cl)cc2)cs1 do in these assays?
LYP phosphatase: -2%; M17LAP inhibition: 1%; P. falciparum M1AAP: 2%; Yfh1-off respiration: inactive

How did CCOC(=O)c1c(C)[nH]c(N=Nc2ccc(C)cc2C)c1C do in these assays?
human PMI inhibitors: -3%; LYP phosphatase: -3%; XIAP antagonists: -2.2%; M17LAP inhibition: 14%; P. falciparum M1AAP: 15%; Yfh1-off respiration: inactive; WT yeast gro inh: 7; TNAP activators: 0.9; human PMI inhibition: 11%; WT yeast gro inh mutant strain: 39

What do the screens show for `O=[N+]([O-])c1ccccc1/C=C/C=N/n1c(-c2ccc(Cl)cc2)n[nH]c1=S`?
human PMI inhibitors: -24%; LYP phosphatase: -2%; XIAP antagonists: -11%; M17LAP inhibition: 13%; P. falciparum M1AAP: 5%; Yfh1-off respiration: inactive; WT yeast gro inh: -1; TNAP activators: 0.6; human PMI inhibition: -27%; WT yeast gro inh mutant strain: -11

What do the screens show for `CCN(CC)CCNc1nc(-c2ccc(OC(F)F)cc2)c(C)s1`?
human PMI inhibitors: 8%; LYP phosphatase: -7%; XIAP antagonists: -4.0%; M17LAP inhibition: -15%; P. falciparum M1AAP: -2%; Yfh1-off respiration: inactive; WT yeast gro inh: 15; TNAP activators: 1.1; human PMI inhibition: 6%; WT yeast gro inh mutant strain: -4

How did O=C(NC(c1ccccc1)c1ccccc1)N1CCOCC1 do in these assays?
human PMI inhibitors: -6%; LYP phosphatase: -2%; XIAP antagonists: -5.1%; M17LAP inhibition: -4%; P. falciparum M1AAP: 2%; Yfh1-off respiration: inactive; WT yeast gro inh: -28; TNAP activators: 1.1; human PMI inhibition: -10%; WT yeast gro inh mutant strain: 5

What do the screens show for `O=C(NC1CCCCCCC1)C1CCN(c2nc3ccccc3o2)CC1`?
human PMI inhibitors: 13%; LYP phosphatase: 2%; XIAP antagonists: -11%; M17LAP inhibition: -2%; P. falciparum M1AAP: -2%; Yfh1-off respiration: inactive; WT yeast gro inh: 27; TNAP activators: 1; human PMI inhibition: 12%; WT yeast gro inh mutant strain: 29

What do the screens show for `O=c1oc2c3c4c(cc2s1)CCCN4CCC3`?
human PMI inhibitors: -87%; LYP phosphatase: -8%; XIAP antagonists: 0.8%; M17LAP inhibition: -12%; P. falciparum M1AAP: 14%; Yfh1-off respiration: inactive; WT yeast gro inh: 2; TNAP activators: 1; human PMI inhibition: -42%; WT yeast gro inh mutant strain: 4

Results for O=Cc1sc([O-])nc1-[n+]1ccc2ccccc2c1 ?
LYP phosphatase: -12%; M17LAP inhibition: -2%; P. falciparum M1AAP: 3%; Yfh1-off respiration: inactive

Results for Cc1ccc(/C=c2/sc3nnc(-c4ccccc4Cl)n3c2=O)o1 ?
human PMI inhibitors: 13%; LYP phosphatase: -4%; XIAP antagonists: -8.7%; M17LAP inhibition: 29µM*; P. falciparum M1AAP: 15%; Yfh1-off respiration: inactive; WT yeast gro inh: 5; TNAP activators: 0.7; human PMI inhibition: 18%; WT yeast gro inh mutant strain: 3

What do the screens show for `COc1cc(CCNc2ccc3nnc(-c4ccccc4)n3n2)cc(OC)c1OC`?
human PMI inhibitors: 5%; LYP phosphatase: -4%; XIAP antagonists: -11%; M17LAP inhibition: 2%; P. falciparum M1AAP: 0%; Yfh1-off respiration: inactive; WT yeast gro inh: 9; TNAP activators: 1; human PMI inhibition: 5%; WT yeast gro inh mutant strain: -1

By substructure: the compounds so far with four or more nitrogen atoms.
How did CC(C)(C)NC(=O)N1CCN(c2nc(-c3ccccc3)ns2)CC1 do in these assays?
LYP phosphatase: -11%; M17LAP inhibition: -2%; P. falciparum M1AAP: 0%; Yfh1-off respiration: inactive

Results for Cc1nn(Cc2ccc(F)cc2)c2sc(C(=O)Nc3ccccc3N3CCOCC3)cc12 ?
human PMI inhibitors: -9%; LYP phosphatase: -4%; XIAP antagonists: 0.4%; M17LAP inhibition: 0%; P. falciparum M1AAP: -1%; Yfh1-off respiration: inactive; WT yeast gro inh: 6; TNAP activators: 1; human PMI inhibition: 15%; WT yeast gro inh mutant strain: 0

What do the screens show for `O=[N+]([O-])c1ccccc1/C=C/C=N/n1c(-c2ccc(Cl)cc2)n[nH]c1=S`?
human PMI inhibitors: -24%; LYP phosphatase: -2%; XIAP antagonists: -11%; M17LAP inhibition: 13%; P. falciparum M1AAP: 5%; Yfh1-off respiration: inactive; WT yeast gro inh: -1; TNAP activators: 0.6; human PMI inhibition: -27%; WT yeast gro inh mutant strain: -11

What do the screens show for `COc1cc(CCNc2ccc3nnc(-c4ccccc4)n3n2)cc(OC)c1OC`?
human PMI inhibitors: 5%; LYP phosphatase: -4%; XIAP antagonists: -11%; M17LAP inhibition: 2%; P. falciparum M1AAP: 0%; Yfh1-off respiration: inactive; WT yeast gro inh: 9; TNAP activators: 1; human PMI inhibition: 5%; WT yeast gro inh mutant strain: -1

Following part
What do the screens show for `CC(C)c1ccc(/C=N/NC(=O)CC(=O)NC2CCCCC2)cc1`?
human PMI inhibitors: -6%; LYP phosphatase: 2%; XIAP antagonists: -1.8%; Yfh1-off respiration: inactive; WT yeast gro inh: -9; TNAP activators: 1.1; human PMI inhibition: -3%; WT yeast gro inh mutant strain: -1

What do the screens show for `CCCCN1C2=NCCCN2c2cc(C)c(C)cc21`?
human PMI inhibitors: 3%; LYP phosphatase: -6%; XIAP antagonists: -2.3%; M17LAP inhibition: -1%; P. falciparum M1AAP: 6%; WT yeast gro inh: -14; TNAP activators: 1.1; human PMI inhibition: -3%; WT yeast gro inh mutant strain: -3

Results for COc1ccc(OCC(O)Cn2ccnc2C)cc1 (stereo not given) ?
human PMI inhibitors: 15%; LYP phosphatase: 0%; XIAP antagonists: -0.1%; M17LAP inhibition: -8%; P. falciparum M1AAP: 0%; Yfh1-off respiration: inactive; WT yeast gro inh: -15; TNAP activators: 1; human PMI inhibition: 8%; WT yeast gro inh mutant strain: 3

What do the screens show for `CCOc1ccc(C2CC(=O)NC(SC)=C2C#N)cc1` (stereo not given)?
human PMI inhibitors: 12%; LYP phosphatase: -4%; XIAP antagonists: 0.5%; M17LAP inhibition: 7%; P. falciparum M1AAP: 1%; Yfh1-off respiration: inactive; WT yeast gro inh: 9; TNAP activators: 1.2; human PMI inhibition: 2%; WT yeast gro inh mutant strain: 8

Results for COc1ccc(-n2c(NCCN(C)C)nc3sc4c(c3c2=O)CCCCC4)cc1 ?
human PMI inhibitors: 2%; LYP phosphatase: 7%; XIAP antagonists: -2.8%; M17LAP inhibition: 6%; P. falciparum M1AAP: 4%; Yfh1-off respiration: inactive; WT yeast gro inh: -11; TNAP activators: 1.1; human PMI inhibition: 1%; WT yeast gro inh mutant strain: -18

What do the screens show for `COCCNC(=O)c1cc2c(-c3ccccc3F)nn(C)c2s1`?
human PMI inhibitors: -1%; LYP phosphatase: -7%; XIAP antagonists: -3.4%; M17LAP inhibition: -4%; P. falciparum M1AAP: 1%; WT yeast gro inh: 9; TNAP activators: 1.1; human PMI inhibition: 2%; WT yeast gro inh mutant strain: 1

What do the screens show for `CCC(C)(C)n1nnnc1C(c1ccc2ncccc2c1)N1CCN(c2ccc(O)cc2)CC1` (stereo not given)?
LYP phosphatase: -7%; M17LAP inhibition: -4%; P. falciparum M1AAP: 4%; Yfh1-off respiration: inactive

What do the screens show for `O=C1CC(Sc2ncccn2)C(=O)N1c1ccccc1C(F)(F)F` (stereo not given)?
human PMI inhibitors: 4%; LYP phosphatase: 1%; XIAP antagonists: -5.4%; M17LAP inhibition: -7%; P. falciparum M1AAP: -5%; Yfh1-off respiration: inactive; WT yeast gro inh: -9; TNAP activators: 1; human PMI inhibition: 0%; WT yeast gro inh mutant strain: 2
